ERG-DNA inh = qHTS for Small Molecule Inhibitors of the ERG Ets/DNA interaction. Transcriptional regulator ERG (Homo sapiens), P11308. fluorescence polarization, His-ERG Ets domain / labelled DNA. Potency, µM (top dose mostly 76.9 µM), for inactives: at the top dose FP activity, negative = inhibition, hits mostly inhibitors. 370,000 tested, 0.028% active; active means well fitted inhibition curve with a large enough effect in the polarisation, with a control signal flat; inconclusive means small, poorly fitted or top-dose-only effect, or effect the other way, or a change in a side signal; inactive means no such curve, though single readings can be large or run the other way; the % refers to the polarisation;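 further: polarization taken with two DNA probes labelled with fluorescein and Texas red; % of control where 0% means no effect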
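His-tagged ERG Ets domain (1 uM in the protein solution; 300mM KCl, 50mM Tris-HCl, 1mM EDTA, 1mM DTT, pH 7.5) received compound, then a probe mix of 5 nM fluorescein-DNA and 100nM Texas-615-DNA. Fluorescence polarization was read for both dyes.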
JMJD2A Tudor = qHTS Assay for Inhibitors of JMJD2A-Tudor Domain. AlphaScreen JMJD2A-Tudor / H3K4me3 peptide binding. 390,000 tested, 4.4% active. Lysine-specific demethylase 4A (Homo sapiens), O75164. Potency, µM (titrated, usually from 114 µM), for the others: at the top dose activity change, negative = inhibition, actives largely listed as inhibitors; further: on the % scale 0 is the no-effect control and ±100 the full control effect; nearly all actives have a fitted effect of over 50% in size
GLS inhibitor = qHTS for Inhibitors of Glutaminase (GLS); 410,000 tested, 0.21% active; Glutaminase kidney isoform, mitochondrial (Homo sapiens), O94925; Potency, µM (highest dose often 45.5 µM), inactives show top-dose activity change, negative = inhibition, most hits filed as inhibitors; GLS enzymatic activity, qHTS titration; AID 624170, 2012; further: on the % scale 0 is the no-effect control and ±100 the full control effect
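Read-out is an Amplex red fluorescence increase coupled through glutamate oxidase and HRP, measured before and after 30 min room-temperature incubation. hKGA is in 45 mM KH2PO4 (pH 8.2) with 0.02% Tween-20; glutamine added as 1mM solution.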
RGS4 inhibitor = Inhibitors of Regulator of G Protein Signaling (RGS) 4: qHTS | Regulator of G-protein signaling 4 (Homo sapiens), P49798 | Transcreener GDP fluorescence polarization, RGS4-accelerated GTP hydrolysis | Potency, µM (titrated, usually from 114 µM), inactives show top-dose activity change, negative = inhibition, actives largely listed as inhibitors | 390,000 tested, 0.039% active | AID 504845, 2011; further: on the % scale 0 is the no-effect control and ±100 the full control effect; nearly all actives have a fitted effect of over 75% in size; some results filed as inactive show a strong effect at the top dose
Target sequence (P49798 whole entry, looked up): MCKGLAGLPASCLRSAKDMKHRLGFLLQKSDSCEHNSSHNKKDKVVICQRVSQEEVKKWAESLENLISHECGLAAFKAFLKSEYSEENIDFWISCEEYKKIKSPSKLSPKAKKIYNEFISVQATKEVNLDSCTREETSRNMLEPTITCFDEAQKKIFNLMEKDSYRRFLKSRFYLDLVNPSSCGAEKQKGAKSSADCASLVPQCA
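MLSMR compounds (23 nl, pin-transferred) preincubated 10 min at room temperature with a 500nM (2x) first reagent, then RGS4 at 900nM (2x) plus Transcreener GDP mix added; fluorescence polarization (620/688 nm) read before and after 90 min at 30 °C.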
HP1b binding inh = HTS for Inhibitors of HP1-beta Chromodomain Interactions with Methylated Histone Tails; Chromobox protein homolog 1 (Homo sapiens), P83916; AlphaScreen HP1-beta / biotin-H3K9me3 peptide binding; Potency, µM (doses to about 114 µM), without a hit: at the top dose activity change, negative = inhibition, hits mostly inhibitors; 390,000 tested, 0.56% active; further: nearly all actives have a fitted effect of over 70% in size; inactives centre near 23
Target sequence (P83916 whole entry, looked up): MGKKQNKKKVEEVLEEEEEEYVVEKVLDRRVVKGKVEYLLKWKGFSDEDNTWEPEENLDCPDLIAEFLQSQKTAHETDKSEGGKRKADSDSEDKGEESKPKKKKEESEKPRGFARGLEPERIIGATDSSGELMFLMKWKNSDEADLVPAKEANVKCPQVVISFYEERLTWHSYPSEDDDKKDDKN
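Compound inhibition of the preformed complex between 50 nM HP1-beta and 50 nM biotinylated H3K9me3 peptide was read by AlphaScreen. Buffer was PBS pH 7.4 with 0.01% Tween-20. Incubations ran 30 min at room temperature, with 10 ug/mL donor/acceptor beads.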
12-LOX inh = Primary qHTS assay for inhibitors of human arachidonate 12S-lipoxygenase (ALOX12): Round 2 | Polyunsaturated fatty acid lipoxygenase ALOX12 (Homo sapiens), P18054 | purified 12hLO, xylenol orange hydroperoxide absorbance | 580,000 tested, 1.1% active | AID 1671190, 2021 | Potency, µM (series often up to 108 µM), without a hit: at the highest dose activity change, negative = inhibition, hits mostly inhibitors; further: on the % scale 0 is the no-effect control and ±100 the full control effect
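Hydroperoxide product was detected by ferrous iron/xylenol orange as the 573 to 405 nm absorbance ratio. Arachidonic acid at 40 uM (final) was turned over for 30 min at room temperature by 150 nM human 12hLO, pH 7.0 Hepes buffer, after 15 min compound preincubation.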
Pin1 inhibitor = qHTS Assay to Find Inhibitors of Pin1. Peptidyl-prolyl cis-trans isomerase NIMA-interacting 1 (Homo sapiens), Q13526. Pin1 FP peptide displacement, HiFluor488, 10 min. Potency, µM (titrated, usually from 115 µM), without a hit: at the highest dose activity, negative = inhibition, hits mostly inhibitors. 390,000 tested, 0.009% active. AID 504891, 2011; active means well fitted inhibition curve with a large enough effect in the polarisation, with a control signal flat, not every such curve was filed as active; inconclusive means small, poorly fitted or top-dose-only effect, or effect the other way, or a change in a side signal; inactive means no such curve, though single readings can be large or run the other way; the % refers to the polarisation; further: on the % scale 0 is the no-effect control and ±100 the full control effect
Target sequence (Q13526 whole entry, looked up): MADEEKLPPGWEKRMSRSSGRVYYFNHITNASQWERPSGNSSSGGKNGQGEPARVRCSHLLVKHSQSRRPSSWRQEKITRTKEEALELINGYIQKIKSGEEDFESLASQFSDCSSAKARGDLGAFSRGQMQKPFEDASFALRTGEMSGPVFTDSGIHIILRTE
TrxR1 inh = qHTS Assay for Inhibitors of Mammalian Selenoprotein Thioredoxin Reductase 1 (TrxR1): qHTS | recombinant rTrxR1, NADPH fluorescence consumption, selenite substrate | Thioredoxin reductase 1, cytoplasmic (Rattus norvegicus), O89049 | Potency, µM (series often up to 114 µM), for the others: at the top dose activity change, negative = inhibition, most hits filed as inhibitors | 390,000 tested, 1% active; further: on the % scale 0 is the no-effect control and ±100 the full control effect; nearly all actives have a fitted effect of over 65% in size
Target sequence (O89049 whole entry, looked up): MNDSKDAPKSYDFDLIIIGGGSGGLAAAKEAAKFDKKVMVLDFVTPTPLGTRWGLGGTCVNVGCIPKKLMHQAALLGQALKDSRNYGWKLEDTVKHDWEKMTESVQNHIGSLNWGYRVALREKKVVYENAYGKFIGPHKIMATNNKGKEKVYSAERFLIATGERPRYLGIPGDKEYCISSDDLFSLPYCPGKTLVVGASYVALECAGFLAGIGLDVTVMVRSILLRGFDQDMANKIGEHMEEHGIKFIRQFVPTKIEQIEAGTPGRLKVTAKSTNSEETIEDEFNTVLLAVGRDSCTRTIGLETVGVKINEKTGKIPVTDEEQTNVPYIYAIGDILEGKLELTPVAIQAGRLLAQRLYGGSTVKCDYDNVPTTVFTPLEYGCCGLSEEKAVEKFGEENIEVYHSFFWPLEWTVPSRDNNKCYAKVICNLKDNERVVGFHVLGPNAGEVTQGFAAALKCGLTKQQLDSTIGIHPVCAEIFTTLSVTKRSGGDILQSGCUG
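Rat TrxR1 (90 nM in the dispensed reagent) was pre-reduced with 400 uM NADPH for 5 min at room temperature, then incubated with compound for 15 min. After 400 uM selenite was added, NADPH fluorescence (Ex 340/Em 450 nm) was followed for 8 min.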
PGK inhibitor = qHTS Assay to Find Inhibitors of Phosphoglycerate Kinase. PGK/GAPDH coupled, Kinase-Glo luminescence, 60 min. Potency, µM (highest dose often 57.5 µM), inactives show at the highest dose activity change, negative = inhibition, most hits filed as inhibitors. 380,000 tested, 0.043% active. AID 602233, 2012; further: on the % scale 0 is the no-effect control and ±100 the full control effect; nearly all actives have a fitted effect of over 60% in size
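Recombinant glycosomal PGK reaction used 1,3-bisphosphoglycerate generated in-well by GAPDH (100nM final) in 100mM TEA pH 7.6, 5mM MgCl2, 0.01% Tween-20. After 60 minutes at room temperature, ATP was read by Kinase-Glo Plus luminescence end-point.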
Numbers without * were called inactive; i = inactive; u = inconclusive; x = no result given; [ ] = dose if it differs, or a comment. Unless noted, the call rests on the fitted dose curve; in most records, active means well fitted curve in the direction sought with a large enough effect; inconclusive means small, poorly fitted or top-dose-only effect, or another doubt; inactive means no such curve, though single readings can be large; an effect the other way counts as inactive or inconclusive. Potency means the concentration at half of the fitted maximal effect. The list is partial. The share of hits here may be higher or lower than overall.

12-LOX inh,GLS inhibitor,Pin1 inhibitor,JMJD2A Tudor,TrxR1 inh,PGK inhibitor,ERG-DNA inh,RGS4 inhibitor,HP1b binding inh,Structure
-5%,9%,-4%,-2%,4%[57.1 µM],-2%,14%,-10%,29%,CCOC(=O)c1cccc(NC(=O)/C=C/c2ccc([N+](=O)[O-])cc2)c1
-12%,-2%,1%,u,-1%[57.1 µM],i,-4%,8%,-4%,CN(C)CCCNCCCNC(=O)/C(=N\O)c1ccccc1
29%,-11%,1%,-5%,10%,-4%,-11%,-7%,27%,COC(=O)C(CCSC)NC(=O)CNS(=O)(=O)c1ccc(Cl)cc1 (configuration not stated)
-1%,2%,u,-1%,-10%,0%,-17%,-1%,42%[activator],C=CCn1nnc2sc3c(c2c1=O)CCC(C)C3 (configuration not stated)
u,-1%,-10%,-10%,43%[activator][57.1 µM],-8%,8%,-17%,u,COc1ccc(-c2noc3c2-c2nc(-c4ccccc4)sc2CC3)cc1
0%,-5%,25%,-4%,17%,6%,u,-10%,34%,COc1c(Cl)cc(C(=O)Nc2cccc(-c3nc4ccccc4[nH]3)c2)cc1Cl
-6%,7%,8%,-29%,27%,-8%,-2%,-10%,40%[activator],CCCCN1CC(COCc2ccccc2)Oc2cccc(OCCN3C(=O)[C@@H]4[C@H](C3=O)C3C=C[C@H]4C3)c2S1(=O)=O (some centres not stated)
-2%,6%,44%[activator],-32%,24%[57.1 µM],-11%,3%,-12%,30%,CCOC(=O)c1csc(Nc2nc3ccc(F)cc3s2)n1
0%,-3%,0%,-8%,-12%[57.1 µM],-2%,3%,28%,28%,O=C(O)COc1cccc2nsnc12
-25%,3%,7%,-19%,4%[57.1 µM],-5%,7%,-14%,23%,COc1cc(C(=O)NCc2ccc3c(c2)CCN3C(=O)c2ccc(Cl)cc2)cc(OC)c1OC
-15%,1%,-6%,-1%,-8%,2%,-9%,-11%,25%,CN(C(=O)n1cnc2ccccc21)c1ccccc1
u,-10%,-4%,2%,9%[57.1 µM],1%,-5%,1%,38%,Cc1c(Cl)cccc1NC(=S)NC1CCCC1

Full records from above.
CN(C)CCCNCCCNC(=O)/C(=N\O)c1ccccc1 across the screens: 12-LOX inh: -12%; GLS inhibitor: -2%; Pin1 inhibitor: 1%; JMJD2A Tudor: u; TrxR1 inh: -1%[57.1 µM]; PGK inhibitor: i; ERG-DNA inh: -4%; RGS4 inhibitor: 8%; HP1b binding inh: -4%
COC(=O)C(CCSC)NC(=O)CNS(=O)(=O)c1ccc(Cl)cc1 (configuration not stated) across the screens: 12-LOX inh: 29%; GLS inhibitor: -11%; Pin1 inhibitor: 1%; JMJD2A Tudor: -5%; TrxR1 inh: 10%; PGK inhibitor: -4%; ERG-DNA inh: -11%; RGS4 inhibitor: -7%; HP1b binding inh: 27%

Next structures:
12-LOX inh,GLS inhibitor,Pin1 inhibitor,JMJD2A Tudor,TrxR1 inh,PGK inhibitor,ERG-DNA inh,RGS4 inhibitor,HP1b binding inh,Structure
-3%,5%,-2%,-9%,12%,-1%,-3%,-5%[56.9 µM],20%,O=C(c1ccco1)N1CCc2ccccc21
5%,1%,-1%,-17%,9%[57.1 µM],-8%,3%,7%,7%,CCn1cc(CCC(=O)NCCN2CCOCC2)c2ccccc21
-1%,-1%,4%,-1%,12%,11%,-7%,9%,42%[activator],O=C(CCNC(=O)c1ccco1)Nc1ccccc1N1CCOCC1
u,-2%,6%,-15%,5µM*,-1%,0%,16%,26%,O=C(COC(=O)c1ccc([N+](=O)[O-])o1)Nc1ccc(Br)cc1F
-28%,6%,-9%,u,-1%,0%,1%,-9%,-11%,CSCCC(NC(=O)c1ccc([N+](=O)[O-])cc1Cl)C(=O)OCC(=O)NC1CCCC(C)C1C (configuration not stated)
8%,5%,-2%,-31%,u,-3%,-1%,29%[11.4 µM],19%,Cc1ccc(S(=O)(=O)c2nc(S(=O)(=O)CCO)sc2N2CCOCC2)cc1
-9%,-6%,0%,-6%,-8%,i,7%,-14%,29%,COc1ccc(CC(=O)Nc2c3c(nn2-c2cccc(C)c2C)CS(=O)(=O)C3)cc1
1%,34%[activator],1%,3%[57.1 µM],18%[57.1 µM],i,-8%,-3%,50%[activator],CC1(C)CC(=O)C(CC(=O)NC2CCCc3ccccc32)C(=O)C1 (configuration not stated)
-10%,2%,2%,1%,-4%,-5%,10%,-41%,31%,CN(c1ccc(C(=O)COC(=O)C2CC2)cc1)S(C)(=O)=O
-9%,1%,-1%,-17%,3%,1%,-5%,33%,23%,CCCNC(=O)Cn1c(=O)cnc2ccccc21
14%,7%,1%,-23%,-6%,-3%,4%,-49%,15%,COc1ccc(-c2nnn(Cc3nc(N)nc(N4CCCCC4)n3)n2)cc1
-6%,-9%,-1%,-10%,-11%,-7%,10%,-4%,22%,COc1cccc(C(=O)Nc2ccccc2C(=O)N2CCCC2)c1

3 entries out of the list, ordered by count of non-hydrogen atoms, ascending:
12-LOX inh,GLS inhibitor,Pin1 inhibitor,JMJD2A Tudor,TrxR1 inh,PGK inhibitor,ERG-DNA inh,RGS4 inhibitor,HP1b binding inh,Structure
-6%,-9%,-1%,-10%,-11%,-7%,10%,-4%,22%,COc1cccc(C(=O)Nc2ccccc2C(=O)N2CCCC2)c1
-1%,-1%,4%,-1%,12%,11%,-7%,9%,42%[activator],O=C(CCNC(=O)c1ccco1)Nc1ccccc1N1CCOCC1
-28%,6%,-9%,u,-1%,0%,1%,-9%,-11%,CSCCC(NC(=O)c1ccc([N+](=O)[O-])cc1Cl)C(=O)OCC(=O)NC1CCCC(C)C1C (configuration not stated)

Remaining list, next part
12-LOX inh,GLS inhibitor,Pin1 inhibitor,JMJD2A Tudor,TrxR1 inh,PGK inhibitor,ERG-DNA inh,RGS4 inhibitor,HP1b binding inh,Structure
-14%,3%,-2%,u,33%,-4%,3%,6%,-28%,CCC(C)c1ccc(NC(=O)c2[nH]c(C)c(C(C)=O)c2C)cc1 (configuration not stated)
-16%,1%,0%,0%,3%,5%,9%,6%,31%,Cc1ccc(S(=O)(=O)CCC(=O)Nc2ccc(OC(F)(F)F)cc2)cc1
0%,5%,1%,u,10%,-1%,-12%,-8%,-2%,COc1ccc2[nH]c3c(c2c1)CCN1C(=O)C(CC(=O)NC(C)(C)C)C[C@H](C(=O)N2CCCCC2)[C@@]31CCc1ccccc1 (some centres not stated)
x,67%[activator],u,-16%[11.4 µM],-45%,u,10%,-37%[11.4 µM],22µM*,Cc1ccc(/C=c2\sc3nc(-c4ccco4)nn3c2=O)o1
1%,1%,-3%,5%,-3%,-18%,-6%,-13%,28%,Clc1c(-c2ccccc2)nnn1-c1ccccc1
-19%,10%,8%,-16%,12%,-2%,-3%,31%,10%,CC(=O)/C(N=Nc1ccc(SC(F)F)cc1)=C(\C)O
-19%,3%,14%,-23%,9%[57.1 µM],i,4%,-15%,-38%,S=C(N/N=C/c1ccc(Cl)c(Cl)c1)Nc1ccccc1Cl
-16%,4%,-2%,-7%,32%[57.1 µM],-1%,u,-13%,34%[activator],CC1=C(C#N)CCC(=O)N1Cc1c(F)cccc1Cl
-2%,4%,16%,-35%,28%[57.1 µM],-5%,1%,-12%,-3%[57 µM],COc1cccc(N2CCN(C(=O)c3cccc(NC(=O)c4nsc5ccccc45)c3)CC2)c1
-19%,-3%,3%,-17%,-14%,1%,-9%,-22%,15%,O=C1Nc2ccccc2C(=O)N2[C@H](c3cccc(Br)c3)[C@@H]3C(=O)N(Cc4ccccc4)C(=O)[C@@H]3[C@H]12
-1%,1%,-1%,-4%,25%,-8%,3%,-12%[11.4 µM],5%,C/C(=N\NC(=O)c1c(Br)cnn1C)c1ccc(NC(=O)c2ccc(F)cc2)cc1
u,-7%,4%,-11%,10%,0%,5%,-13%,41%[activator],COc1cc(C2NC(=O)CCC2[N+](=O)[O-])c(OC)cc1Br (configuration not stated)
u,-15%,1%,1%,-62%,0%,-12%,3%,11%,C=CCNC(=S)/N=c1/ccccn1CC
65%[activator],0%,-1%,-4%,3%,x,2%,-30%,25%,CN(C)CCCNC(=O)C1(O)c2cc(Br)ccc2NC(=O)N1c1c(F)cccc1F (configuration not stated)
-9%,-1%,11%,-30%,15%,-4%,6%,-33%,29%,Cc1ccc(SCc2nc(N)nc(Nc3ccccc3C)n2)cc1C
